# aSyn yeast inh – qHTS of alpha-syn Inhibitors | Yeast expressing alpha-synuclein, growth rescue, BacTiter-Glo, 24 h | hit rate 0.14% among 370,000 | Potency, µM (top dose mostly 46.1 µM), inactives show at the top dose growth rescue (activation), actives largely listed as activators; further: potency means the concentration at half of the fitted maximal effect; % of control where 0% means no effect; nearly all actives have a fitted effect of over 65% in size
#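 Readout is rescue of growth in alpha-synuclein-expressing yeast, so inhibitors of toxicity appear as activators. Growth after 24 hr at 30 deg C in galactose medium is quantified by luminescence.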
# PTHR1 agonist – qHTS for PTHR1 Agonists: Primary Screen; Potency, µM (top dose mostly 115 µM), without a hit: top-dose activation, most hits filed as activators; Parathyroid hormone/parathyroid hormone-related peptide receptor (Homo sapiens), Q03431; HEK293 GP2 PTHR1 cells, GloSensor cAMP luminescence, 1 h; hit rate 0.075% among 410,000; further: potency means the concentration at half of the fitted maximal effect; nearly all actives have a fitted effect of over 55% in size; some results filed as inactive show a strong effect at the top dose; inactives centre near -15; many of its hits are not listed in these tables
# Target sequence (Q03431 whole entry, looked up): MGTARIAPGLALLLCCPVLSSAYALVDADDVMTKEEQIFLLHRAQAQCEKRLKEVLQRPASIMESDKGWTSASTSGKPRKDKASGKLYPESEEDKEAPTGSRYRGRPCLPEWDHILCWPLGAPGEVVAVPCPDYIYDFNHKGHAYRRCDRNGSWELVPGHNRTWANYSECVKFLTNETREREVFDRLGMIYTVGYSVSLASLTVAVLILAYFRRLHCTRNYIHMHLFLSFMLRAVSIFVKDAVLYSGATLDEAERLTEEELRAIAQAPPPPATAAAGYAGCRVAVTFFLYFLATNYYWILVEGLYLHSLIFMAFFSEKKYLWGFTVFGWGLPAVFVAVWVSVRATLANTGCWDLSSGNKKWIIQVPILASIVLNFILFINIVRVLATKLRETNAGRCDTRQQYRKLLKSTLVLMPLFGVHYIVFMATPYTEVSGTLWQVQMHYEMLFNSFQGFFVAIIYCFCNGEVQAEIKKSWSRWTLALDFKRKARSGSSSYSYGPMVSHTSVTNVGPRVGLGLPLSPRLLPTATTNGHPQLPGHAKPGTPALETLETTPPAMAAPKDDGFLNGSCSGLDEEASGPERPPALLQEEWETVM
#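 HEK-293-derived GP2 cells expressing PTHR1 and a GloSensor cAMP reporter, 3,000/well, plated overnight, given luciferin plus IBMX (each 0.5 mM as added) for 1 h at 37 °C, then compound for 1 h at 37 °C. Luminescence was read after 15 min at room temperature.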
# Abeta rescue – qHTS for compounds that reverse cellular toxicity of Amyloid beta (A-beta) peptide in yeast: Primary Screen; yeast expressing A-beta42, growth rescue, OD600, 48 h; response scale: 0% DMSO, 100% iron-clioquinol control; Potency, µM (doses to about 46.1 µM), for the others: at the highest dose growth rescue, hits mostly activators; hit rate 0.063% among 410,000; AID 1347071, 2019; further: potency means the concentration at half of the fitted maximal effect; nearly all actives have a fitted effect of over 55% in size
#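 Yeast growth medium received pinned compounds, then yeast cells expressing toxic A-beta were added; plates incubated at 30 C for 48 hr. Growth read as absorbance at 600 nm, normalized to DMSO and equimolar FeCl3 plus clioquinol controls.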
# GLP-1R inv ag – qHTS of GLP-1 Receptor Inverse Agonists (Inhibition Mode) | AID 624417, 2012 | Glucagon-like peptide 1 receptor (Homo sapiens), P43220 | HEK293 GLP-1R CRE-luciferase, luminescence, 24 h; GLP-1R form is constitutively active | hit rate 1.6% among 410,000 | Potency, µM (series often up to 38.3 µM), for inactives: top-dose activity change, negative = inhibition, hits mostly inhibitors; further: potency means the concentration at half of the fitted maximal effect; on the % scale 0 is the no-effect control and ±100 the full control effect; nearly all actives have a fitted effect of over 55% in size
# Target sequence (P43220 whole entry, looked up): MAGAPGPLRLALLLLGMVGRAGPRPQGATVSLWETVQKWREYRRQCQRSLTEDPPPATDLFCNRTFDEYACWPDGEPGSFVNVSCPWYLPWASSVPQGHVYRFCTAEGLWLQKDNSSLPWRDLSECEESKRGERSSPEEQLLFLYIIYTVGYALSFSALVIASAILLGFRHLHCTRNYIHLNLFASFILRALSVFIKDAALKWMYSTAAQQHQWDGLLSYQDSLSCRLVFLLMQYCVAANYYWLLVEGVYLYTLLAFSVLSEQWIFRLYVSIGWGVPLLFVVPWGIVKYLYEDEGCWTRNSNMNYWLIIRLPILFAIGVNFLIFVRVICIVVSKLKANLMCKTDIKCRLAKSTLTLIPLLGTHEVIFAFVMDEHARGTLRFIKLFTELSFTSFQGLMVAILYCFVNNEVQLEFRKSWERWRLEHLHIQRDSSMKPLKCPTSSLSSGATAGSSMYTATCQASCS
#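 Inverse agonism was detected as reduced cAMP-driven luciferase luminescence after 24 h compound treatment. The cells were HEK293 clones expressing constitutively active human GLP-1R with the reporter. Reporter-only and GPR119 cell lines served as counterscreen controls.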
# GLP-1R agonist – qHTS of GLP-1 Receptor Agonists | Glucagon-like peptide 1 receptor (Homo sapiens), P43220 | Potency, µM (highest dose often 45.6 µM), without a hit: at the highest dose activation, actives largely listed as activators | HEK293 GLP-1R CRE-luciferase, luminescence, 4-6 h; cells express a hypersensitive GLP-1R form | hit rate 0.007% among 380,000; further: potency means the concentration at half of the fitted maximal effect; % of control where 0% means no effect
# pAkt inh – HTS Assay for Inhibitors of Akt Phophorylation: Primary Screen; Neuro2A IGF-stimulated pAkt S473 HTRF, 20 min; stronger effect = lower value; activity change, % for hits at 50 µM; hit rate 0.32% among 360,000; in the data active means activity change below about -80%; inconclusive means mostly about -51% to -80%; further: on the % scale 0 is the no-effect control and ±100 the full control effect
#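 Neuro2A cells (4,500/well, DMEM with 0.5% FBS) were treated with compound at a single 50 µM final concentration, stimulated with 6 nM IGF for 20 min at 37 °C, and lysed. Phospho-Akt Ser473 was read by HTRF as 665/615 ratio ×10^4.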
# FUS yeast rescue – qHTS for Suppressors of FUS Proteinopathy: Primary screen using FUS-linked yeast assay; Potency, µM (series often up to 76.6 µM), inactives show top-dose growth rescue (activation), actives largely listed as activators; S. cerevisiae FUS-expressing, growth rescue, OD600, 24 h; hit rate 0.24% among 390,000;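 further: potency means the concentration at half of the fitted maximal effect; plate controls were DMSO vehicle for no effect and reference control for full effect; nearly all actives have a fitted effect of over 55% in size; some results filed as inactive show a strong effect at the top dose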
#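 Read-out: OD at 600 nm after 24hr at 30C, reporting rescue of FUS-induced yeast toxicity. Cells at OD 0.005 in galactose (2%) minimal medium; compounds tested in a dilution series; CP55940 titration from 92uM final as control.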
# DRD3 antagonist – qHTS of D3 Dopamine Receptor Antagonist: qHTS; AID 652054, 2013; D(3) dopamine receptor (Homo sapiens), P35462; max response, negative = inhibition, %; hit rate 2.5% among 360,000; D3R cells, DiscoveRx beta-arrestin luminescence, antagonist mode; stronger effect = lower value; in the data active means max response below about -50%; inconclusive means no clear call, values can overlap the other calls; further: on the % scale 0 is the no-effect control and ±100 the full control effect; mostly tested at two doses, the higher about 12 µM
#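 Cells plated overnight at 1500 cells/well, then exposed to library compounds with dopamine controls for 90 minutes at 37 degrees C. DiscoveRx reagent added for 30–60 minutes at room temperature; luminescence read, quantitative HTS format.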
# TDP-43 yeast inh – qHTS of TDP-43 Inhibitors | Potency, µM (titrated, usually from 46.1 µM), for the others: top-dose growth rescue (activation), usual class: activators | hit rate 1.8% among 410,000 | TDP-43 expressing yeast growth rescue, BacTiter-Glo, 24 h | AID 652104, 2013; further: potency means the concentration at half of the fitted maximal effect; % of control where 0% means no effect; nearly all actives have a fitted effect of over 50% in size
#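 Cell-based yeast growth screen: TDP-43 expression induced in galactose, inoculum OD600=0.02 after raffinose pregrowth to mid-log. Read-out BacTiter-Glo luminescence at 24 hr, 30 deg C; inhibition of toxicity seen as signal increase.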
# * marks the source's active call; other numbers are inactive results; i = inactive; u = inconclusive; x = not tested or not shown; [ ] = dose if it differs, or a comment. Unless noted, the call rests on the fitted dose curve; in most records, active means well fitted curve in the direction sought with a large enough effect; inconclusive means small, poorly fitted or top-dose-only effect, or another doubt; inactive means no such curve, though single readings can be large; an effect the other way counts as inactive or inconclusive. Not all compounds are listed; count on the stated rates, not on these rows.
SMILES,aSyn yeast inh,PTHR1 agonist,Abeta rescue,GLP-1R inv ag,GLP-1R agonist,pAkt inh,FUS yeast rescue,DRD3 antagonist,TDP-43 yeast inh
O=C(c1[nH]c(C(F)(F)F)nc1-c1ccccc1)N1CCN(C(=O)C2CCCO2)CC1 (stereo unspecified),-2%,-14%,-5%,10%,-3%,i,27%,13,12%
CCOC(=O)Cn1c(=O)oc2cc(S(=O)(=O)Nc3cccc(C)c3)ccc21,-1%,-20%,-5%,-2%,2%,i,1%,-59*,6%
CCCNC(=O)c1ccc2c(c1)ncn2-c1cc(C)cc(C)c1,x,i,0%,71%[activator],14%,i,10%,0,x
CCOC(=O)C(NC(=O)c1ccc(F)cc1)(Nc1nnc(C)s1)C(F)(F)F (stereo unspecified),5%,i,-8%,8%,-9%,i,7%,-30,20%
O=C(c1ccccc1F)N1CCN(c2ccccn2)CC1,-3%,6%,1%,5%,-11%,i,-14%,6,-6%
O=C(O)CC(Cc1ccc(Cl)cc1)C(=O)Nc1ccc([N+](=O)[O-])cc1 (stereo unspecified),3%,i,14%,-19%,-1%,i,22%,15,4%
COc1ccc(C(=O)/C=C/c2ccc(OC)c(CN3CCOCC3)c2)cc1,-1%,-21%,8%,u,-7%,i,25%,u,-10%
O=C(NCCc1ccc(Cl)cc1Cl)c1cccnc1,4%,-58%[inhibitor],-1%,u,2%,i,-16%,9,26%
O=C(O)CC(NC(=O)Cc1ccccc1)c1cc([N+](=O)[O-])ccc1Cl (stereo unspecified),0%,-5%,-6%,32%[activator],8%,i,22%,-5,-21%
Cc1ccc(Nc2nnc(SCC(=O)NC3CC3)s2)cc1,1%,-17%,9%,7%,8%,i,-12%,4,23%
Cc1nc(CC(C)C)cc(C(=O)N2CCCC(Nc3ccc(C)c(C)c3)C2)n1 (stereo unspecified),-7%,-24%,2%,-5%,-1%,i,x,21,28%
CCNC(=O)CSc1nnc(-c2ccc(OC)cc2)n1CC(C)C,1%,i,2%,-1%,-6%,i,8%,7,-1%
COc1cccc(Nc2ncnc3c2cnn3C)c1,0%,i,7%,59%[activator],12%,i,-23%,12,4%
c1ccc2c(c1)CCCN2c1nc(N2CCOCC2)nc(N2CCOCC2)n1,16%,i,13%,u,12%,i,39%,0,21%
Cc1ccc(/C(O)=C2\C(=O)C(=O)N(Cc3cccnc3)C2c2ccccc2[N+](=O)[O-])cc1 (stereo unspecified),-12%,i,3%,29%,6%,i,30%,-20,-7%
COC(=O)c1ccc(=O)n(-c2ccc(OC)cc2)c1,-6%,u,-3%,0%,-2%,i,24%,-20,-16%
CCc1nc2ccccc2n1Cc1ccccc1F,-3%,-13%,-3%,u,10%,i,19%,-10,0%
CN(C)N=Nc1ccc(S(N)(=O)=O)cc1,1%,-2%,-1%,14%,7%,i,-15%,-16,-9%
Fc1ccccc1N1CCN(c2nc3ccccc3n3nnnc23)CC1,7%,-17%,-16%,0%,12%,i,-5%,-1,13%
O=C(COc1ccccc1)Nc1cc(C(F)(F)F)ccc1N1CCCC1,-17%,-39%[inhibitor][57.5 µM],-3%,13µM*,3%,i,8%,8,-5%
COc1ccc(OC)c(NC(=O)COC(=O)Cc2ccc(-c3ccccc3)cc2)c1,11%,i,-10%,-4%,0%,i,x,-20,0%
CCN(CC1COc2ccccc2O1)C(=O)CN1C(=O)NC(C)(c2ccc(C)cc2)C1=O (stereo unspecified),1%,-9%,-1%,u,0%,i,28%,-6,11%
O=C1NC(=S)N/C1=C\c1cccc([N+](=O)[O-])c1,0%,-6%[57.5 µM],-6%,9%,0%,i,-12%,-26,-18%
OC(COc1ccccc1CNCc1cccnc1)CN1CCc2ccccc2C1 (stereo unspecified),5%,i,-3%,u,6%,i,9%,-5,9%
COc1ccc2nc3sc(C(=O)N4CCN(c5ccccc5)CC4)cc3cc2c1,x,i,-6%,8%,-2%,x,-21%,x,11%
COc1ccc(C(C)(C)C)cc1NC(=O)C1CC(=O)N(C2CCCC2)C1 (stereo unspecified),1%,i,20%,u,16%,i,25%,16,12%
CCCCn1nnnc1C1(C)CCC(=O)N1CCOc1ccccc1 (stereo unspecified),-2%,-2%,-10%,-12%,5%,i,-5%,-17,13%
CCCCOC1NC(=O)NC(=O)C1(F)C(=O)OCC (stereo unspecified),7%,-5%,-11%,-7%,-5%,i,-30%,10,0%
COCCNC(=O)C(c1ccc(C)o1)N(C(=O)C(=O)NC1CCCCC1)c1ccc(F)cc1 (stereo unspecified),1%,i,8%,62%[activator],15%,i,35%,5,-4%[0.397 µM]
Nc1ncnc2c1ccn2[C@H]1CN(Cc2ccc3c(c2)OCO3)C[C@@H](COC(=O)c2ccccc2)O1,3%,-60%[inhibitor],7%,8%,-3%,i,7%,47,8%
CCCn1ncc(C(=O)NC2CCCN(Cc3ccc(Cl)cc3)C2)c1C (stereo unspecified),3%,-19%,6%,u,-5%,i,21%,0,0%
Cc1ccc(NC(=O)NC(=O)CSc2nnc(-c3ccc(OC(F)F)cc3)n2N)c(C)c1,-1%,i,3%,-1%,-5%,i,8%,10,16%
O=C1CCCCC1Nc1ccc2ccccc2c1 (stereo unspecified),-22%,-60%[inhibitor],u,u,17%,i,22%,-8,u
CCc1nnc(NC(=O)c2ccc(OC)c(S(=O)(=O)N3CCCC3)c2)s1,-5%,-83%[inhibitor],8%,13%,12%,i,x,1,17%
Cc1cccc(N2CCN(C(=O)CCc3nc4ccccc4[nH]3)CC2C)c1 (stereo unspecified),1%,-35%[inhibitor],-19%,u,10%,i,-19%,2,16%
CCOc1ccc(C(=O)N2CCCN(C(=O)c3ccc(OCC)cc3)CC2)cc1,0%,i,17%,-1%,2%,i,-1%,-20,-10%
CC(C)c1ccc(NC(=S)NNc2ccc(Cl)c(C(=O)O)c2)cc1,-2%,i,20%,-22%,-4%,i,4%,30,4%
CCCCNC(=O)C(NC(=O)c1ccc(-c2ccccc2)cc1)C(=O)c1ccccc1 (stereo unspecified),-1%,-21%,-1%,0%,x,i,-9%,15,9%
COc1ccc(CCN(C)C(=O)CN2C(=O)NC3(CCCCCC3)C2=O)cc1OC,-7%,-1%,-2%,49%[activator],19%,i,x,5,-2%
COC(=O)N/N=C(\C)c1cccs1,-8%,-28%,-9%,19%,-5%,i,-12%,-23,-16%
O=C(CN1CCOCC1)N/N=C/C=C/c1ccccc1,2%,-19%,-12%,2%,7%,i,-4%,-3,-7%
Cc1c(C)c2ccc(O)c(CN3CCN(C)CC3)c2oc1=O,u,i,-4%,-4%,5%,i,-24%,4,-1%
CCn1c(SCC(=O)Nc2sc3c(c2C#N)CCCC3)nnc1-c1ccncc1,1%,-9%[57.5 µM],-5%,61%[activator],20%,i,u,15,-15%
CC1CN(Cc2ccccc2)C(=S)NC1=O (stereo unspecified),-3%,i,-8%,0%,-12%,i,x,-14,8%
CCc1nnc(NC(=O)COc2ccccc2[N+](=O)[O-])s1,-2%,-37%[inhibitor],8%,0%,3%,i,15%,-8,13%
CSCCC(C(=O)NCc1cccs1)N1C(=O)c2ccccc2C1=O (stereo unspecified),5%,-16%,21%,5%,-3%,i,10%,17,u
CC1CCCN(C(=O)c2cn(-c3ccccc3)nc2-c2cccnc2)C1 (stereo unspecified),6%,-55%[inhibitor],17%,-1%,1%,i,9%,4,18%
COc1ccc(C(=O)CCC(=O)NCc2cc(OC)cc(OC)c2)cc1,0%,-9%,8%,-4%,-2%,i,-1%,19,29%
O=C(CN1CCCC1)Nc1c(C(=O)C2CC2)oc2ccccc12,2%,i,-2%,-21%,8%,i,-20%,13,11%
CC(=O)c1c(C)[nH]c(C(=O)OCC(=O)N2CC(C)OC(C)C2)c1C (stereo unspecified),-4%,-20%,-5%,14%,3%,i,10%,-21,u
CN1CCN(C(CNC(=O)C(=O)NC2CCCC2)c2ccc(F)cc2)CC1 (stereo unspecified),0%,-23%,2%,-22%,1%,i,3%,7,22%
O=C(Nc1cccc(C(F)(F)F)c1)Nc1ccc2nc([C@@H]3O[C@H](CO)[C@@H](O)[C@H](O)[C@H]3O)[nH]c2c1,2%,-13%,-8%,18%,-5%,i,-15%,19,0%
Nc1c(C(=O)CSc2nnc(Nc3ccc(F)cc3)s2)c(=O)[nH]c(=O)n1C1CC1,5%,i,1%,12%,0%,i,0%,11,2%
COc1ccccc1NC(=O)CSC1=Nc2ccccc2N=C(c2ccc(F)cc2)C1,x,-3%,-1%,1%,-3%,x,-2%,x,14%

# 3 of the compounds above, with tabs.
canonical_smiles	aSyn yeast inh	PTHR1 agonist	Abeta rescue	GLP-1R inv ag	GLP-1R agonist	pAkt inh	FUS yeast rescue	DRD3 antagonist	TDP-43 yeast inh
CCNC(=O)CSc1nnc(-c2ccc(OC)cc2)n1CC(C)C	1%	i	2%	-1%	-6%	i	8%	7	-1%
COCCNC(=O)C(c1ccc(C)o1)N(C(=O)C(=O)NC1CCCCC1)c1ccc(F)cc1 (stereo unspecified)	1%	i	8%	62%[activator]	15%	i	35%	5	-4%[0.397 µM]
CCCCNC(=O)C(NC(=O)c1ccc(-c2ccccc2)cc1)C(=O)c1ccccc1 (stereo unspecified)	-1%	-21%	-1%	0%	x	i	-9%	15	9%

# High-throughput results from PubChem.
